# ATG4B inhibitor = inhibitors of human ATG4B cysteine protease | inhibition, % at 8.33 µM | Q9Y4P1 | hit rate 0.51% among 340,000 | ATG4B cleavage of LC3-PLA2, NBD-HPC fluorescence, 1 h | AID 504462; in the data active = inhibition above about 40%
# SENP1 FRET inh = SENP1 (human) catalytic domain inhibition. Q9P0U3. inhibition, % at 10 µM. recombinant SENP1 catalytic domain, CyPet-SUMO1-YPet FRET cleavage. hit rate 0.21% among 360,000;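 active = inhibition at least 30% at 10 µM, raw YFP signal under a set limit, fluorescence ratio 0.5 to 1.5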;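 also: 0% = enzyme with DMSO and 100% = no enzyme wells; some results filed as inactive read as strong as hits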
# Target sequence (Q9P0U3 419-644 limits assumed): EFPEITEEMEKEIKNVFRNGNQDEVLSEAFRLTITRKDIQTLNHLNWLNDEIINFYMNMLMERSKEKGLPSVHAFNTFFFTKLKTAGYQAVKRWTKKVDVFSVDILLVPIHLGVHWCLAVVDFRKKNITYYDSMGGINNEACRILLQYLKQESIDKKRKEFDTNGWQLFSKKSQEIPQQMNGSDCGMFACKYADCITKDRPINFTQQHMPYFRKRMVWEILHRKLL
#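 Test system: recombinant human SENP1 catalytic domain, His6-tagged / Medium: pH 8 Tris buffer with EDTA, NaCl, BME, BSA, NP40, catalase / Also added: SUMO1 FRET substrate flanked by Cypet and Ypet, 25 nM / Times: 50 min reaction at room temperature / Signal: FRET, CFP and YFP emission / Control set: no-enzyme low control and enzyme-plus-DMSO high control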
# SENP6 block = SENP6 protease inhibition. Recombinant SENP6 catalytic domain, aminoluciferin luminescence. inhibition, % at 10 µM. hit rate 1.8% among 330,000. AID 2599;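 active = inhibition above about 50% at the single tested dose, limit read from the data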;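 also: plate controls were DMSO wells with enzyme for no effect and DMSO wells lacking enzyme for full effect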
# hIAP activ = human IAP activation; P09923; hit rate 0.16% among 330,000; activation factor at 10 µM; AID 2524; purified human IAP, CDP-Star luminescence, 30 min; stronger effect = higher value; 1 = vehicle-only enzyme, 0 = enzyme-free background;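 active = activation factor of the enzyme at least 2-fold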; also: the source names both 10 and 20 µM as test concentration; values of inactives mirror those of a sister screen read the other way
# Target sequence (P09923 whole entry, looked up): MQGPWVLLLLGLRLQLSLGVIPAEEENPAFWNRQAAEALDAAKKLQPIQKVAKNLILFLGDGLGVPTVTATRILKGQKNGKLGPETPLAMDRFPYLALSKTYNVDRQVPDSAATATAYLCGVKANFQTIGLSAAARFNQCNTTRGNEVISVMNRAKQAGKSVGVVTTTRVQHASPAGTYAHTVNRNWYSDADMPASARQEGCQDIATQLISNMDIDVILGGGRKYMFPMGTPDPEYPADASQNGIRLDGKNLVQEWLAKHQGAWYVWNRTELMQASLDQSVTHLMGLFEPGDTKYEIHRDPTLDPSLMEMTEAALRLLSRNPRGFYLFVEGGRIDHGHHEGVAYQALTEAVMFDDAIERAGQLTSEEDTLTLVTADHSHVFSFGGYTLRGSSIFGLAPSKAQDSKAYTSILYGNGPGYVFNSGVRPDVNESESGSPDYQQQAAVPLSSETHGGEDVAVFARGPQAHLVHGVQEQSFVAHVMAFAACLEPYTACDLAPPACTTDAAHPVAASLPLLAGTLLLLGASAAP
# MPTP block = inhibitors of mitochondrial permeability transition pore; isolated mouse mitochondria, Ca2+ swelling absorbance, 30 min; inhibition, % at 10 µM; hit rate 1.4% among 360,000; AID 602449;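 active = inhibition of 50% or more, scaled per plate between neutral and stimulator controls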;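 also: 0% = DMSO wells given calcium and 100% = 1 mM EGTA wells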
# PfG6PD inh = PfG6PD (Plasmodium falciparum) enzyme inhibition; PfGluPho enzyme, NADPH resazurin-diaphorase fluorescence; inhibition, % at 20 µM; hit rate 0.78% among 350,000;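 active = inhibition reaching at least a set limit at 20 µM in the primary screen, cut at about 59% in these data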;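 also: 0% = DMSO wells with substrate and 100% = DMSO wells lacking glucose-6-phosphate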
# GRIN3A LBD mod = modulators (binders) of human NR3A ligand-binding domain; NR3A LBD differential scanning fluorimetry, Tm shift; 0% = protein alone, 100% = glycine-bound protein; Tm shift relative to glycine control, % at 25 µM; hit rate 2.5% among 340,000;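 active = melting temperature shift of at least 10% of the positive control shift, at one fixed dose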
# SENP8 inh = inhibitors of human SENP8 protease; inhibition, % at 20 µM; hit rate 0.64% among 360,000; recombinant SENP8, Nedd8 substrate fluorescence; AID 602440; Q96LD8; in the data active = inhibition mostly above about 40%, no sharp cut-off; inactive = mostly below about 27%
# Target sequence (Q96LD8 whole entry, looked up): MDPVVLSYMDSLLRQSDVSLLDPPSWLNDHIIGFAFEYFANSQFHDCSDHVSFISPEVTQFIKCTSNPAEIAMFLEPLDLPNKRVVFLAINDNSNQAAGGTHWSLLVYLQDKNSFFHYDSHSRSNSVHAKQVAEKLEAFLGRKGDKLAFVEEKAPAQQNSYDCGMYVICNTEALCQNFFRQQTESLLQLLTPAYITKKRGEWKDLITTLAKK
# Numbers without * were called inactive; / = no result given; & = joins results of further samples. This is a subset (hit frequency here may not be typical).
mol,ATG4B inhibitor,SENP1 FRET inh,SENP6 block,hIAP activ,MPTP block,PfG6PD inh,GRIN3A LBD mod,SENP8 inh
CCCCOC(=O)C1=C(N)OC2=C(C(=O)CCC2)[C@]12C(=O)Nc1ccccc12,-7,-3,-17,0.98,0.2,-6,-2,14
COC(=O)C1=C(c2ccc(-c3ccccc3)c(F)c2)C[C@@H]2CC[C@H]1N2C(=O)NCCNC(C)=O,-9,1,-14,1.2,0.5,3,-1,8
C/C(=C\c1ccc(N(C)C)cc1)[N+](=O)[O-],0,0,-8,0.93,1.0,1,3,-3
Cn1c(O)c(Cc2cccc(Cl)c2Cl)c(=O)n(C)c1=O,-10,1,-7,1,-0.6,-1,3,21
CCOC(=O)C(O)(c1ccc(NC(=O)NC)cc1)C(F)(F)F (configuration not stated),-6,2,-30,0.92,1.3,3,0,12
CC(Cc1ccccc1)NC(=O)/C=C/c1ccc(Cl)cc1 (configuration not stated),-12,4,-14,1.1,6.6,29,-20,7
COC(=O)C1=C(c2cccc(OCc3ccccc3)c2)C[C@@H]2CC[C@H]1N2C(=O)NCc1cccc(C(F)(F)F)c1,22,0,14,1.1,-2.9,27,-3,8
FC(F)(F)c1cccc(NC2=NCCCS2)c1,-1,2,-3,1.2,1.6,18,1,10
Nc1ccccc1C(=O)OC1CSC1,-9,0,-12,0.95,2.4,-6,1,-277
CS(=O)(=O)NNP(=O)(NNS(C)(=O)=O)NC(=O)c1ccccc1,-5,0,-8,1.2,0.0,11,-1,23
OCCNCCc1c[nH]c2ccc(OCc3ccccc3)cc12,-4,1,4,1,1.3,-2,-2,18
Cc1oc(-c2ccc(F)cc2F)nc1CN1C[C@@H]2C[C@@H](C1)c1cccc(=O)n1C2,0,-11,4,0.96,0.7,-25,0,-26
Cc1cc(OCC(=O)N[C@H](C(=O)O)c2ccccc2)c2c3c(c(=O)oc2c1)CCC3,-32,0,4,0.97,1.3,1,-3,-179
Cc1nc2sccc2c(=O)n1-c1ccccc1Cl,-9,1,3,0.93,0.3,-23,-2,-3
Cc1ccccc1-n1c(O)c(C=Nc2ccc(N(C)C)cc2)c(=O)[nH]c1=O,3,25,-3,0.83,1.9,23,3,10
CC(=O)O[C@@]12CO[C@@H]1C[C@H](O)[C@@]1(C)C(=O)[C@H](O)C3=C(C)[C@@H](O)C[C@@](O)([C@@H](OC(=O)c4ccccc4)C12)C3(C)C (some centres not stated),-12,0,3,0.83,-0.2,-3,0,58*
CCCN1CCc2cccc3c2[C@H]1Cc1ccc(O)c(O)c1-3,-5,-14,25,1.4,4.5,86*,0,-59
COc1cc(OC)c(OC)cc1/C=C1\C(=O)NC(=O)N(Cc2ccccc2)C1=O,1,-4,30,1.1,5.9,18,0,-124
COCCCN1CCN(c2nnc3n2-c2sc(Br)cc2C(c2ccccc2Cl)=NC3)CC1,-4,1,-6,1,-1.9,-2,2,20
CCOC(=O)CC(SP1(=S)OCC2(CCCCO2)C(C2CCCCO2)O1)C(=O)OCC (configuration not stated),-6,1,/,/,0.6,9,1,2
CCC(C)C(=O)N[C@@H](c1ccccc1)[C@@H](O)C(=O)O[C@H]1C[C@@]2(O)[C@@H](OC(=O)c3ccccc3)C3[C@](C)(C(=O)[C@H](OC(C)=O)C(=C1C)C2(C)C)[C@@H](O)C[C@H]1OC[C@@]31OC(C)=O (some centres not stated),-5,3,-4,1,-2.1,0,-2,-6
Cc1ccc(C(=O)N[C@@H](C)CN2C3=NC[C@H](Cc4ccccc4)N3C[C@H]2Cc2ccc(O)cc2)cc1Br,-11,/,-12,1.1,/,9,-6,/
CC(=O)N1N=C(c2cccnc2)CC1c1ccccc1O (configuration not stated),-1,0,-8,0.92,0.0,-12,-6,2
N[C@@H](Cc1c[nH]c2ccccc12)c1nnc(SCc2ccccc2)o1,-15,-3,-10,0.85,-0.2,39,0,4
C=C[C@@H]1C2=CCOC(=O)C2=CO[C@H]1O[C@@H]1O[C@H](CO)[C@@H](O)[C@H](O)[C@H]1O,-5,2,7,0.79,0.3,0,3,3
CCC(=NCc1cc(OC)cc(OC)c1)c1c(O)n(C2CCCCC2)c(=O)[nH]c1=O,-14,-3,-6,0.86,22,21,1,16
CN(CC=CCN(C)P(=S)(N1CC1)N1CC1)P(=S)(N1CC1)N1CC1,-8,2,/,/,0.3,9,3,-2
N#CC1=C(N)Oc2c(c(=O)sc3ccccc23)C1c1cccnc1 (configuration not stated),-9,-3,15,1,-2.9,-6,1,-10
O=C(N[C@H]1CP(=O)(Oc2ccccc2)O[C@H](COCc2ccccc2)[C@H]1O)C(Cl)(Cl)Cl (some centres not stated),-3,1,-9,0.99,-1.7,0,1,9
CCC1(c2ccccc2)C(=O)NC(=O)NC1=O,1,1,-11,1.1,0.9,3,0,2

# One compound at a time (already shown). Order of values: ATG4B inhibitor | SENP1 FRET inh | SENP6 block | hIAP activ | MPTP block | PfG6PD inh | GRIN3A LBD mod | SENP8 inh
# Cc1nc2sccc2c(=O)n1-c1ccccc1Cl is entered as -9 | 1 | 3 | 0.93 | 0.3 | -23 | -2 | -3
# C=C[C@@H]1C2=CCOC(=O)C2=CO[C@H]1O[C@@H]1O[C@H](CO)[C@@H](O)[C@H](O)[C@H]1O is entered as -5 | 2 | 7 | 0.79 | 0.3 | 0 | 3 | 3
# Cc1ccc(C(=O)N[C@@H](C)CN2C3=NC[C@H](Cc4ccccc4)N3C[C@H]2Cc2ccc(O)cc2)cc1Br is entered as -11 | / | -12 | 1.1 | / | 9 | -6 | /

# The results go on:
mol,ATG4B inhibitor,SENP1 FRET inh,SENP6 block,hIAP activ,MPTP block,PfG6PD inh,GRIN3A LBD mod,SENP8 inh
CCOC(=O)C1(CCCc2ccccc2)CCN(C2CCC2)CC1,4,0,21,0.96,0.9,-3,0,4
COC(=O)C1=C(c2ccc(OC(F)(F)F)cc2)C[C@@H]2CC[C@H]1N2C(=O)NCCNC(C)=O,-2,0,-3,0.98,-0.8,-7,0,8
CC1(C)CC(=O)C(C=NCCN2CCN(C(=O)Cc3ccc(F)cc3)CC2)=C(O)C1,1,1,6,0.86,0.1,10,1,14
N/C(=N/[N+](=O)[O-])N1CCN(C(=O)c2ccc(Cl)cc2)CC1,3,1,-1,0.98,-1.4,-13,0,10
C=CCn1c(O)c(/C(C)=N/N2CCCCC2)c(=O)[nH]c1=O,-1,0,-23,0.91,1.5,4,2,2
CCCc1nc2ccccc2c(=O)n1-c1ccccc1OC,1,0,7,1.1,-12,1,-2,23
CN1C2CNC(=O)CC1C1CCC2C1 (configuration not stated),/,1,/,/,-2.9,-6,/,3
COc1ccc(OC)c(N2C(=O)NC(=O)/C(=C\c3ccc([N+](=O)[O-])s3)C2=O)c1,6,7,51*,0.84,1.0,51,-7,48*
Cc1ccc(N=C(/N=C(\N)N[N+](=O)[O-])Nc2ccc(C)cc2)cc1,3,5,8,1.6,0.3,11,0,22
COC(=O)C1=CO[C@@H](C)[C@@H]2CN3CC[C@]4(C(=O)Nc5ccccc54)[C@@H]3C[C@H]12,1,-2,-7,0.97,-0.1,-2,-1,-13
CCCCNC(C)Cc1ccccc1 (configuration not stated),7,1,-25,0.89,-1.6,0,0,14
COc1ccc(-n2c(O)c(C(C)=NCCN3CCNCC3)c(=O)[nH]c2=O)cc1,-4,-2,-4,0.96,-0.5,-8,1,9
Nc1cccc2c1Cc1cc([N+](=O)[O-])ccc1-2,-4,73*,/,/,1.3,25,-8,25
C/C(=N\N1CCCCCC1)c1c(O)n(-c2ccccc2)c(=O)[nH]c1=O,30,-1,12,0.96,1.7,0,-3,28
CC(C)(C)c1ccc(C(=O)C2CCCN(C3CCC3)C2)cc1 (configuration not stated),1,2,-47,1.2,-3.9,8,-1,-5
COc1cc(Br)cc(CN2CCN(C)CC2)c1O,-7,2,6,0.98,-0.4,6,11*,11
CC1CCC(NCCc2ccc3c(c2)OCO3)CC1 (configuration not stated),3,1,7,0.86,-0.9,-6,/,11
CN1C(=O)NC(=O)/C(=C\C=C\c2ccccc2[N+](=O)[O-])C1=O,1,/,-2,0.97,/,34,-4,/
CCOP(=O)(Cc1ccc(C(=O)CC)o1)OCC,-4,1,-12,1,2.6,2,0,0
C[C@]12CCC3C(CC[C@H]4[C@H](O)[C@H](O)CC[C@]34C)C1CCC2=O (some centres not stated),-7,0,/,/,-1.6,13,-1,-6
CC(=O)N(C)CC#CCN1CCC(O)CC1,5,3,-7,1.2,-0.5,-12,0,19
CN1C(=O)/C(=C\c2ccc(Br)s2)C(=O)NC1=S,2,-14,/,/,5.3,60*,0,3
O=C1NC(=S)N(c2ccc(F)cc2)C(=O)/C1=C/c1ccccc1O,3,-8,-4,1.1,-0.2,-8,2,21
COc1ccc(S(=O)(=O)NCc2ccc(C(=O)N3CCC4(CC3)OCCO4)cc2)cc1,4,1,-11,0.99,-1.6,-4,-2,10
ClCCN(CCCl)c1ccc(-n2cnc3c(Cl)ncnc32)cc1,-3,-2,/,/,-0.4,22,1,-21
CC(C)C(=O)c1cn(Cc2ccc(C#N)cc2)c2ccccc12,0,2,-6,0.97,-9.1,6,-2,6
CCn1cc(CN2CCCC(C(=O)c3cccc(OC)c3)C2)c(C)n1 (configuration not stated),11,1,17,1.1,0.4,1,0,1
CC[C@H]1CN2CCC1C[C@H]2[C@H](O)c1ccnc2ccc(OC)cc12 (some centres not stated),-4,-1,-26,0.94,2.6,13,-1,-149
O=C(c1ccccc1F)c1cn(CC(=O)N2CCOCC2)c2ccccc12,-17,0,2,1.2,1.1,5,-3,18
CC(=O)Nc1ccc(S(=O)(=O)NC(CC(=O)N2CCC3(CC2)OCCO3)C(C)C)cc1 (configuration not stated),8,0,-9,1.2,1.3,-8,-3,3
CCN(CC)P(c1n(C)cc[n+]1C)N(CC)CC,-3,0,-24,0.95,-1.0,-10,2,13
O=C(NCC1=C(c2cccc3ccccc23)C[C@@H]2CC[C@H]1N2Cc1ccco1)c1ccncc1,/,-3,/,/,-2.8,5,/,11
COC(=O)C1=C(c2ccccc2)C[C@@H]2CC[C@H]1N2C(=O)NC1CC1,-1,3,6,1.1,-0.3,2,2,8
CC(=O)OCC(=O)[C@H]1CC[C@H]2[C@@H]3CC[C@H]4C[C@H](O)CC[C@]4(C)[C@H]3C(=O)C[C@]12C,-7,1,-18,1.1,-0.6,1,-5,20
CN(C(=O)COC(=O)c1cn(C)c2ccccc12)C1CCCCC1,-7,0,-8,0.92,0.3,7,3,9
O=C(NCCCN1CCOCC1)C(Cl)(Cl)Cl,-6,1,-16,1.1,-1.5,-6,-1,-1
COc1ccc(CN2C(=O)NC(=O)/C(=C/c3ccc(OC)c(OC)c3OC)C2=O)cc1,-1,-2,-21,0.86,12,5,-1,15
O=C1NC(=O)N(c2cccc(F)c2)C(=O)/C1=C/c1ccc(N2CCOCC2)cc1,0,-41,-16,0.99,10,-14,0,-11
COC(=O)CCCCC1SCC(NC(=O)c2ccccc2)C1Cl (configuration not stated),-4,-3,-35,0.93,-0.1,0,0,16
CCN(CC)CCN=Cc1c(O)n(Cc2ccccc2)c(=O)[nH]c1=O,5&-4,1&-2,1&-6,0.91&0.97,0.2&-1.7,-8&8,1&-3,21&23
Oc1ccc(CC2(N3CCCC3)CCCCC2)cc1,0,-2,8,1,0.9,-9,-2,12
COc1ccccc1N1C(=O)CC(=O)NC1=O,-9,0,-6,1.2,-2.2,-5,0,13
CCOC(=O)C1SC2(C(F)(F)C(F)F)CC1(O)c1c(c(OC)c3occc3c1OC)O2 (configuration not stated),8,0,-10,1.1,1.0,11,-14,10

# Assay outcomes: PubChem, Sanford-Burnham Center for Chemical Genomics
